Screens deposited in PubChem BioAssay by several laboratories.
TRPML3 ag: human mucolipin-3 channel agonism; Q8TDD5; HEK293 TRPML3-YFP, Fluo-8 calcium fluorescence; 100% = the carbachol control signal; activation, % at 3 µM; 0.29% of 220,000 active;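 active = activation above its plate's cutoff, the mean activation of the plate's test wells plus 3 SD, cut at about 12% in these data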;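 also: 0% = DMSO only wells and 100% = carbachol wells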
Target sequence (Q8TDD5 whole entry, looked up): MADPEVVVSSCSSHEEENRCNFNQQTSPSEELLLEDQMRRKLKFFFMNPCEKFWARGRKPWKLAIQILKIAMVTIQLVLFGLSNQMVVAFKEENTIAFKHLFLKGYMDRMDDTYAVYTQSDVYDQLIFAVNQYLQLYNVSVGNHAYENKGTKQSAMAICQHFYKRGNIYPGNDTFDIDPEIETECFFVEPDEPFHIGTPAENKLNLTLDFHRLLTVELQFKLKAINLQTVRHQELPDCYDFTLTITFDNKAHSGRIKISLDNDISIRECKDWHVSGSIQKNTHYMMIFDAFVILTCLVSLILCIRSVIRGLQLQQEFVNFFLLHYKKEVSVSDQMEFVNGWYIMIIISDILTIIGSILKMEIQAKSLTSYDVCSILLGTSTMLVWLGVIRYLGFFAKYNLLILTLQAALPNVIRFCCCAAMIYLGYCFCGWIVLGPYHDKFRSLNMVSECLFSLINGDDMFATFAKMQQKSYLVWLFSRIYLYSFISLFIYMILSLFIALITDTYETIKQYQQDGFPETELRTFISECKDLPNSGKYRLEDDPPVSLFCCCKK
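Test system – HEK293 line with stable expression of human TRPML3-YFP channel · Control set – carbachol 87 µM final as high control (100%), DMSO as low control (0%) · Signal – Fluo-8 calcium dye fluorescence, ex 470-495, em 515-575 nm · Incubation – 1-h 37 °C dye load, 5-s basal, 120-s post-compound reads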
m-calpain inh: inhibitors of pig calpain II; purified calpain II, fluorogenic peptide substrate, 30 min; inhibition, % at 16 µM; 0.37% of 220,000 active; AID 1236;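 active = inhibition above about 50%, limit read from the data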
Ba/F3 V617F tox: loss of viability in JAK2V617F-driven Ba/F3 cells. Ba/F3 EpoR-JAK2V617F viability, ATP luminescence. inhibition, % at 5.6 µM. 1.1% of 220,000 active;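 active = inhibition above the campaign mean plus 3 SD over all tested compounds, cut at about 24% in these data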;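 also: cytokine-independent growth of Ba/F3 cells driven by EpoR plus mutant JAK2; 0% = DMSO-treated cells and 100% = JAK inhibitor I control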
EP2 modulator: EP2 receptor (human) modulation | P43116 | EP2-expressing cells, cAMP HTRF FRET, PGE2 co-stimulation | induction, % at 25 µM | 0.83% of 260,000 active | AID 940;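 active = compounds whose cAMP rise, as percent of the full-agonist control response, exceeds 60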;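 also: rat C6 glioma line stably carrying human EP2 under a CMV promoter; the protocol text gives 20 µM as final concentration; 100% = response of wells given 1 µM PGE2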
S1P4 antag: antagonists of human S1P4 receptor. 0.26% of 220,000 active. S1P4-expressing cells, antagonist mode, reporter read-out. O95977. AID 1510. inhibition, % at 4.98 µM; in the data active = inhibition above about 29%;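 also: 0% = wells stimulated with agonist and 100% = vehicle wells without agonist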
PERK inh: blocks human PERK kinase; inhibition, % at 5.6 µM; AID 1416; 0.17% of 220,000 active; CHO PERK-DD fusion, SEAP luminescence translation reporter;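 active = inhibition above the mean inhibition of all tested compounds plus 3 SD, set separately per screening campaign, cut at about 2.9% in these data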;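 also: PERK kinase domain activated by AP20187 dimerizer at 100 nM; 0% = DMSO with dimerizer and 100% = rapamycin at 8.4 µM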
BaF3 tox: parental Ba/F3 viability inhibition as JAK2V617F counter-screen. CellTiter-Glo ATP luminescence. inhibition, % at 5.6 µM. 1.1% of 220,000 active;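 active = inhibition above a per-campaign cutoff, the mean inhibition of all tested compounds plus 3 SD, cut at about 27% in these data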;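 also: 0% = DMSO wells and 100% = JAK Inhibitor I control wells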
S1P4 ag: human S1P4 receptor agonism; 0.35% of 220,000 active; O95977; S1P4-expressing cell line, agonist reporter assay; activation, % at 4.98 µM; in the data active = activation above about 11%;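 also: 0% = DMSO vehicle and 100% = reference agonist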
zfTRPN1 agonist: activates the zebrafish TRPN1 channel; activation, % at 3 µM; 0.18% of 220,000 active; AID 1424; HEK293 zebrafish TRPN1-YFP, Fluo-8 calcium fluorescence; 100% = response to 87 µM carbachol;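 active = activation above its plate's cutoff, the mean activation of test wells on that plate plus 3 SD, cut at about 19% in these data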;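 also: 0% = DMSO alone and 100% = 87 µM carbachol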
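Control set: carbachol 87 µM as high control, DMSO as low control; system: HEK293 stable line with zebrafish TRPN1-YFP; read-out: % activation versus carbachol response; detection: intracellular calcium fluorescence with Fluo-8; doses: single test compound dose, 3 µM nominal, 0.3% DMSO; schedule: dye 1 h 37 °C plus 30 min RT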
* hit, by the source's call.

Field names: A = TRPML3 ag; B = m-calpain inh; C = Ba/F3 V617F tox; D = EP2 modulator; E = S1P4 antag; F = PERK inh; G = BaF3 tox; H = S1P4 ag; I = zfTRPN1 agonist
SMILES: CCN(CC)S(=O)(=O)c1ccc(C(=O)C(C#N)c2ccccn2)cc1 (configuration not stated)
  A = 1.3 | B = -47 | C = 1 | D = 8 | E = -1 | F = -0.7 | G = 4 | H = 0.8 | I = 1.0
SMILES: CC(=O)Nc1ccc(Sc2ncccc2C(=O)Nc2ccc(OC(F)(F)F)cc2)cn1
  A = 31* | B = -38 | C = 2 | D = -29 | E = -16 | F = -1.5 | G = 11 | H = -0.6 | I = 48*
SMILES: O=C(/C=C/c1ccccc1[N+](=O)[O-])NC1CCCC1
  A = 0.0 | B = -17 | C = -1 | D = -6 | E = 5 | F = 1.9 | G = 7 | H = -1.4 | I = -1.7
SMILES: Cc1ccc(C2c3c(oc4ccccc4c3=O)C(=O)N2c2nnc(C(C)C)s2)o1 (configuration not stated)
  A = 0.1 | B = -8 | C = -5 | D = 29 | E = -11 | F = 0.2 | G = -3 | H = -0.2 | I = -1.0
SMILES: COc1ccc(C(=O)c2coc3ccc(O)c(CN(C)C)c23)cc1
  A = -0.3 | B = 24 | C = -3 | D = 0 | E = -11 | F = -0.8 | G = 2 | H = 0.4 | I = -1.3
SMILES: N#CC1(C#N)CC(C=O)=C(N)C1(C#N)CC(=O)c1ccc(F)cc1 (configuration not stated)
  A = 2.9 | B = -66 | C = 0 | D = 14 | E = -22 | F = 0.9 | G = 0 | H = 1.9 | I = 3.1
SMILES: Brc1ccc(COn2ccnc2)cc1
  A = 0.2 | B = 17 | C = 2 | D = -1 | E = 1 | F = 0.0 | G = -1 | H = -0.3 | I = -0.1
SMILES: Cc1ccsc1/C=N/NC(=O)C(=O)NCC(C)C
  A = -0.7 | B = -21 | C = -4 | D = 12 | E = -8 | F = 0.6 | G = 2 | H = 1.5 | I = 0.2
SMILES: CSc1ccccc1NC(=O)COc1ccc(Cl)cc1Cl
  A = 0.0 | B = 26 | C = 0 | D = 29 | E = -8 | F = 0.4 | G = 7 | H = -0.1 | I = -0.4
SMILES: CCc1cccc(NC(=O)CN(c2ccc(OC)cc2)S(=O)(=O)c2c(C)n[nH]c2C)c1
  A = 0.6 | B = -8 | C = 2 | D = -17 | E = 9 | F = -1.5 | G = 8 | H = -1.9 | I = 1.7
SMILES: O=C1CCCC2=C1C(c1ccco1)Nc1ccc(C(=O)c3ccccc3)cc1N2 (configuration not stated)
  A = -0.4 | B = 3 | C = -3 | D = -39 | E = -10 | F = -1.0 | G = 9 | H = 0.5 | I = 0.0
SMILES: Cc1ccccc1NC(=S)NCc1ccc2[nH]c3c(c2c1)CCCC3
  A = 0.4 | B = -2 | C = -4 | D = -32 | E = 3 | F = -0.4 | G = 4 | H = 1.4 | I = -1.2
SMILES: Cc1cc(C(=O)NCCc2ccc(S(N)(=O)=O)cc2)no1
  A = 1.6 | B = -19 | C = 0 | D = 2 | E = -2 | F = 1.0 | G = 3 | H = -1.8 | I = 1.1
SMILES: N#C/C(=C\c1ccc(-c2ccc([N+](=O)[O-])cc2)o1)C(=O)Nc1nc(-c2cccs2)cs1
  A = 0.7 | B = -34 | C = 2 | D = -28 | E = -5 | F = -0.1 | G = -7 | H = -1.3 | I = 3.2
SMILES: CCOc1ccc(N(CC(=O)NC2CCCCC2)C(=O)CSc2nnc(COc3ccccc3)o2)cc1
  A = -0.9 | B = -2 | C = 0 | D = 34 | E = -7 | F = -0.4 | G = 5 | H = -0.1 | I = -1.0
SMILES: CC/C(C)=N\Nc1nc(-c2cc3cc(OC)ccc3oc2=O)cs1
  A = 0.3 | B = -18 | C = -2 | D = -23 | E = -13 | F = -1.6 | G = 0 | H = 3.9 | I = 1.8
SMILES: O=C(O)COc1ccccc1/C=N/NC(=O)CSc1nc2ccccc2s1
  A = 0.4 | B = 8 | C = 2 | D = -47 | E = 13 | F = -0.9 | G = -2 | H = 0.6 | I = -0.2
SMILES: Cc1cc(C)cc(N2C(=O)C3CC=CCC3C2=O)c1 (configuration not stated)
  A = -1.3 | B = 13 | C = -3 | D = 0 | E = -16 | F = -0.2 | G = 1 | H = -5.3 | I = 0.4
SMILES: CCN(CC)S(=O)(=O)c1ccc(/C=C/C(=O)OCC(=O)Nc2ccc(S(N)(=O)=O)cc2)cc1
  A = 0.1 | B = -3 | C = -5 | D = -10 | E = -4 | F = 1.1 | G = 4 | H = -3.1 | I = 0.1
SMILES: Nc1nnc(COc2ccc(Br)cc2Br)s1
  A = 0.0 | B = 32 | C = 2 | D = -16 | E = -5 | F = 0.2 | G = 1 | H = 4.5 | I = -0.4
SMILES: COc1ccc2c(c1)-c1nc(/N=C/c3c(O)ccc4ccccc34)sc1CC2
  A = -0.2 | B = 3 | C = -4 | D = -35 | E = -18 | F = 1.2 | G = 5 | H = 3.4 | I = -1.4
SMILES: CC(C)(C)Cc1nnc(NC(=O)c2ccc([N+](=O)[O-])cc2)s1
  A = 1.2 | B = 2 | C = 0 | D = 1 | E = -25 | F = 1.3 | G = 5 | H = -1.4 | I = 0.5
SMILES: COc1ccc(NC2c3ccccc3C(=O)N2Cc2ccco2)cc1OC (configuration not stated)
  A = -0.2 | B = -13 | C = -2 | D = 3 | E = 9 | F = -0.5 | G = 0 | H = 0.9 | I = -0.7
SMILES: CC1=NN(c2ccccc2)C(=O)C1C=Nc1ccc(N(C)C)cc1 (configuration not stated)
  A = 1.6 | B = 2 | C = -1 | D = -34 | E = -3 | F = 0.3 | G = 1 | H = 0.3 | I = 2.3
SMILES: O=C(Nc1ccc2c(c1)OCO2)N1CCOCC1
  A = 0.7 | B = 8 | C = 0 | D = 5 | E = -20 | F = -0.1 | G = 4 | H = 1.1 | I = -0.5
SMILES: Cc1occc1-c1nnc(SCC(N)=O)o1
  A = 0.7 | B = -31 | C = 2 | D = 19 | E = -5 | F = 1.7 | G = 8 | H = 0.5 | I = 0.2
SMILES: NS(=O)(=O)c1cccc(NC(=O)Cn2cc(C(F)(F)F)cc(Cl)c2=O)c1
  A = 0.0 | B = 19 | C = 3 | D = 13 | E = 6 | F = 0.9 | G = 0 | H = -0.4 | I = 1.0
SMILES: O=C(O)C1CC(=O)N(C2CCCCCC2)C1 (configuration not stated)
  A = 1.1 | B = -47 | C = -3 | D = 17 | E = -17 | F = -0.2 | G = 0 | H = -1.8 | I = -0.2

Entries listed so far marked active in TRPML3 ag.
Structure,TRPML3 ag,m-calpain inh,EP2 modulator,S1P4 antag,PERK inh,S1P4 ag
CC(=O)Nc1ccc(Sc2ncccc2C(=O)Nc2ccc(OC(F)(F)F)cc2)cn1,31*,-38,-29,-16,-1.5,-0.6

By substructure, those above containing bromine.
Field names: A = TRPML3 ag; B = m-calpain inh; C = Ba/F3 V617F tox; D = EP2 modulator; E = S1P4 antag; F = PERK inh; G = BaF3 tox; H = S1P4 ag; I = zfTRPN1 agonist
SMILES: Brc1ccc(COn2ccnc2)cc1
  A = 0.2 | B = 17 | C = 2 | D = -1 | E = 1 | F = 0.0 | G = -1 | H = -0.3 | I = -0.1
SMILES: Nc1nnc(COc2ccc(Br)cc2Br)s1
  A = 0.0 | B = 32 | C = 2 | D = -16 | E = -5 | F = 0.2 | G = 1 | H = 4.5 | I = -0.4

Taken from above (three entries):
Field names: A = TRPML3 ag; B = m-calpain inh; C = Ba/F3 V617F tox; D = EP2 modulator; E = S1P4 antag; F = PERK inh; G = BaF3 tox; H = S1P4 ag; I = zfTRPN1 agonist
SMILES: Cc1occc1-c1nnc(SCC(N)=O)o1
  A = 0.7 | B = -31 | C = 2 | D = 19 | E = -5 | F = 1.7 | G = 8 | H = 0.5 | I = 0.2
SMILES: NS(=O)(=O)c1cccc(NC(=O)Cn2cc(C(F)(F)F)cc(Cl)c2=O)c1
  A = 0.0 | B = 19 | C = 3 | D = 13 | E = 6 | F = 0.9 | G = 0 | H = -0.4 | I = 1.0
SMILES: O=C(O)C1CC(=O)N(C2CCCCCC2)C1 (configuration not stated)
  A = 1.1 | B = -47 | C = -3 | D = 17 | E = -17 | F = -0.2 | G = 0 | H = -1.8 | I = -0.2
